High-throughput results deposited in PubChem BioAssay by several laboratories.
MT1-MMP act inh = blockers of MT1-MMP proenzyme processing, primary screen, HT1080 RFP-PRO-GFP cells, GFP/RFP fluorescence; GFP/RFP ratio fluorescence, overnight; percent of plate control window, DMSO zero; GFP/RFP ratio change, % at 20 µM; 360,000 tested, 0.061% active;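 active = GFP/RFP ratio change of at least 30% with cell ATP level not reduced by more than half and red fluorescence within 50% of control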; note: strong numbers were not always called active
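Read-out: GFP/RFP fluorescence ratio; Test system: RFP-PRO-GFP reporter HT1080 cells; Compound dosing: single-point 20 µM compound, 1% DMSO; Times: overnight compound exposure at 37 °C.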
PABP1 MLLE inh = inhibitors of PABP1 MLLE–PAM2 peptide binding, primary screen, biochemical, fluorescence polarization, FITC-PAM2, GST-MLLE | inhibition, % at 20 µM | AID 588489, 2011 | 360,000 tested, 0.36% active; in the data active = inhibition above about 35%, passing the limit was not always enough;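 note: plate controls were DMSO wells with GST-MLLE for no effect and wells lacking GST-MLLE protein for full effect; some results filed as inactive read as strong as hits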
bovine MsrA act = bovine MsrA enzyme activators, primary screen, biochemical, absorbance, HTS. activation, % at 10.6 µM. Methionine sulfoxide reductase A (Bos taurus). 360,000 tested, 0.3% active. purified bovine MsrA, absorbance read-out; in the data active = activation above about 7.5%;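 note: 0% = vehicle and 100% = reference activator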
MsrA inh = bovine MsrA enzyme inhibitors, primary screen, biochemical, absorbance, HTS; Methionine sulfoxide reductase A (Bos taurus); purified bovine MsrA, absorbance read-out; inhibition, % at 15.5 µM; 360,000 tested, 0.75% active; AID 651718, 2012; in the data active = inhibition above about 4.5%;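 note: 0% = vehicle wells with enzyme and 100% = reference inhibitor wells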
FAS TE block = FAS thioesterase domain inhibitors, primary screen, biochemical, fluorescence intensity, uHTS. recombinant FAS-TE, OMFH fluorogenic substrate, fluorescence endpoint. Fatty acid synthase (Homo sapiens), P49327. inhibition, % at 15 µM. 360,000 tested, 0.67% active;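 active = compounds whose normalised, plate-corrected inhibition of enzyme fluorescence in the single-dose primary screen is 50% or more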;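 note: 0% = DMSO with enzyme and 100% = substrate without enzyme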
eLon inh = inhibitors of E. coli Lon protease, primary screen, biochemical, fluorescence polarization; P0A9M0; purified E. coli Lon protease; inhibition, % at 7.94 µM; 360,000 tested, 0.42% active; AID 602123, 2011; in the data active = inhibition above about 13%, passing the limit was not always enough;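 note: 0% = enzyme with probe and DMSO and 100% = no enzyme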
Target sequence (P0A9M0 whole entry, looked up): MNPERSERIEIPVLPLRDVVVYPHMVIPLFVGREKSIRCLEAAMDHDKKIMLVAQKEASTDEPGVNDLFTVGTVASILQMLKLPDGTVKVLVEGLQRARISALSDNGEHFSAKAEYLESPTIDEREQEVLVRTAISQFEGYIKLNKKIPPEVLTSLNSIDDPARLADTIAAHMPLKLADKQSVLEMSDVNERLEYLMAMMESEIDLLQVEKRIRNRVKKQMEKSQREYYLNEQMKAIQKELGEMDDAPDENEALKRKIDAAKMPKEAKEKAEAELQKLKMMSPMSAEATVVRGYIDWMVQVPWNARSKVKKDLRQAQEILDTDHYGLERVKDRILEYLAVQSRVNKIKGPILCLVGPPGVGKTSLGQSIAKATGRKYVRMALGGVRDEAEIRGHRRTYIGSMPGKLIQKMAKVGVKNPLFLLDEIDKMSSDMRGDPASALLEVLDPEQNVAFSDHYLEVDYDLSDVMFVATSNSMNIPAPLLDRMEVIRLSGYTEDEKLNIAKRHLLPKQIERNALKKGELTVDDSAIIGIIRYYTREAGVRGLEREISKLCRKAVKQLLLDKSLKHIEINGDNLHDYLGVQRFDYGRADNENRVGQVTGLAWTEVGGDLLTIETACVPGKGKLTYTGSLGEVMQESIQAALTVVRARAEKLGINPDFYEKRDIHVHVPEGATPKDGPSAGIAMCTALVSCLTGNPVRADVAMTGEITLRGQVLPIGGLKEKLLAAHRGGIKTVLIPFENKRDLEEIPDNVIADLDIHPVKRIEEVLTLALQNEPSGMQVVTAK
Rpn11 block = Rpn11 (PSMD14) deubiquitinase inhibitors, primary screen, biochemical, fluorescence polarization, uHTS; 26S proteasome non-ATPase regulatory subunit 14 (Homo sapiens), O00487; calls only at 20 µM; human 26S proteasome, Ub4-pepOG fluorescence polarization; 20S core pre-blocked with epoxomicin; 360,000 tested, 0.59% active;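 active = inhibition at 20 µM, scaled to each plate's controls, above about 33%, limit read from the data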
Target sequence (O00487 whole entry, looked up): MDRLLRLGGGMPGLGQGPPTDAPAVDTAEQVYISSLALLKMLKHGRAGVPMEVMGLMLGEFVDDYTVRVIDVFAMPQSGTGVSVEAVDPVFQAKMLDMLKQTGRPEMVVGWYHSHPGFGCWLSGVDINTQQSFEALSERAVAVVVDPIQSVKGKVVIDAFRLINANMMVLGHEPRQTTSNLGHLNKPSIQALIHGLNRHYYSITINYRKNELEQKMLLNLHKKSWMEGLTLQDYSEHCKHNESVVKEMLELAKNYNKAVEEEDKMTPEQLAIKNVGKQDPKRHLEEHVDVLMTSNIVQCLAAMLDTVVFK
Rin1 Abl inh = inhibitors of Rin1-Abl protein binding, primary screen, biochemical, TR-FRET | Tyrosine-protein kinase ABL1 (Homo sapiens) + Ras and Rab interactor 1 (Homo sapiens), … | inhibition, % at 7.35 µM | 360,000 tested, 0.4% active | AID 588664, 2011; in the data active = inhibition above about 5%, passing the limit was not always enough
CSN inh = inhibitors of CSN-mediated cullin deneddylation, primary screen, biochemical, fluorescence polarization, uHTS; 360,000 tested, 0.38% active; inhibition, % at 12.5 µM; Purified CSN, SCF-Nedd8-OG deneddylation; AID 651999, 2013;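 active = pattern-corrected inhibition above about 35%, with an unprinted fluorescence ratio check between 0.5 and 1.5, limit read from the data, passing the limit was not always enough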;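 note: 0% = enzyme with substrate and 100% = substrate without enzyme; some results filed as inactive read as strong as hits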
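Detection – fluorescence polarization · System – HEK293T-derived human Csn5 enzyme · Controls – substrate-only high control, full reaction low control · Timing – 90 min, room temperature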
* marks the source's active call; other numbers are inactive results; i = inactive.

The line under a structure holds: MT1-MMP act inh	Rpn11 block	eLon inh	PABP1 MLLE inh	Rin1 Abl inh	FAS TE block	MsrA inh	bovine MsrA act	CSN inh
> Cc1onc(-c2c(Cl)cccc2Cl)c1C(=O)N=C(N)N1CCCC1
    -0.3	i	32.9*	18.1	-1.1	-0.9	0.5	1.9	0.6
> COc1ccc(C(=O)Nc2ccccc2)cc1S(=O)(=O)NCc1ccco1
    -1.9	i	-0.9	-3.5	0.3	-0.1	0.8	-3.0	-1.4
> N#CCCN(C(=O)COC(=O)c1ccc2ccccc2n1)c1ccccc1
    -2.2	i	-1.6	-10.8	1.0	-5.6	0.5	-3.8	-0.7
> S=C(NCCc1ccccc1)N/N=C/c1cccs1
    5.2	i	-16.6	10.1	-1.5	15.2	2.0	-3.2	0.8
> COc1ccc(CNC(=O)C2CCN(S(=O)(=O)N3CCCC3)CC2)c(OC)c1
    -2.6	i	-2.6	-8.2	3.1	-4.6	-0.4	-2.3	-7.7
> O=C(CSc1ccncc1)Nc1ccc2ccccc2c1
    4.2	i	0.6	9.7	-1.4	2.0	0.5	-2.4	0.0
> Cc1ccc(C)c(N2CN(Cc3cccnc3)CNC2=S)c1
    4.7	i	2.0	-11.1	3.4	-11.3	0.5	-0.3	-0.6
> COc1ccc(OC)c(Nc2nc(N(C)c3ccccc3)nc(N)c2[N+](=O)[O-])c1
    1.6	i	-9.4	-1.7	2.2	21.3	1.8	-2.8	-5.5
> CN(C)c1ccc(C2CC(c3cccc(NS(C)(=O)=O)c3)=NN2C(=O)c2ccccc2)cc1 (stereo not given)
    -5.4	i	-1.2	-1.9	1.6	7.9	0.1	-3.6	-3.4
> CCOC(=O)C(C(=O)OCC)C1N=C(N)N=C2Oc3ccccc3N21 (stereo not given)
    11.8	i	-3.3	3.4	-0.3	-9.3	3.2	-9.0	-4.0
> COc1ccccc1N(CCC#N)C(=O)COC(=O)CCC(=O)c1ccc(F)cc1
    1.3	i	8.2	14.9	0.9	-3.4	-0.7	-7.4	0.0
> COc1ccc(-c2cc3nc(C)c(C)c(N4CCN(C(=O)c5ccoc5)CC4)n3n2)cc1
    -0.6	i	-3.7	4.7	-3.1	7.3	-0.2	-2.3	-0.7
> CC(C)CCNC(=S)NC1CCCC1
    9.1	i	3.6	13.6	-3.0	-4.1	-0.1	-0.1	1.4
> Cc1ccccc1Cn1c2ccccc2c2cn[nH]c(=O)c21
    4.6	i	-8.1	-3.1	-0.7	-1.6	0.2	-3.1	0.1
> Cc1nccn1CCCN1C(=O)OC2(CCCCC2)C1(C)O (stereo not given)
    2.3	i	2.8	-0.8	4.2	-3.3	-0.8	-0.5	-3.6
> O=C(Nc1ccccc1OC(F)F)c1ccc(Br)o1
    2.7	i	1.1	-3.4	-0.5	-3.3	0.6	-3.5	7.8
> COc1ccc(C2C(C(=O)N3CCOCC3)CCC(=O)N2c2ccc(OC)cc2)cc1 (stereo not given)
    -6.8	i	1.8	-0.1	1.4	-5.0	-0.8	-5.0	-1.6
> O=C(Nc1ccc(F)cc1)C1CCCN(c2cnccn2)C1 (stereo not given)
    0.0	i	2.7	-4.4	0.0	-4.0	0.8	-4.5	-1.9
> Cc1cccc(CSCc2ccc(C(=O)NCC3CCCO3)o2)c1 (stereo not given)
    -1.7	i	-1.6	-5.3	0.4	-2.2	1.6	-2.1	3.9
> Cc1ccc(CNC(=O)C2CCCN(S(=O)(=O)N3CCC(C)CC3)C2)cc1 (stereo not given)
    0.0	i	-3.6	1.5	1.4	3.7	0.0	-3.6	-2.0
> CCCCCCCCC(=O)N/N=C/c1cccc(Br)c1
    2.7	i	-18.3	5.5	3.4	8.2	-0.3	-1.5	1.1
> O=C(CSc1nc2c(sc3ccccc32)c(=O)n1Cc1ccccc1)NCC1CCCO1 (stereo not given)
    1.4	i	-3.4	-4.3	6.9	-8.7	0.4	4.2	0.1
> CC1CCCCN1CC(=O)c1c(N)n(Cc2ccccc2)c(=O)n(C)c1=O (stereo not given)
    -5.3	i	-7.9	-24.2	-3.9	-1.6	-0.7	-3.6	5.7
> CC(=O)Nc1ccc(-c2cc(C(=O)O)c3ccccc3n2)cc1
    6.1	i	-4.8	4.8	-3.7	-7.5	2.8	-4.2	1.2
> O=C(CCNS(=O)(=O)c1ccccc1C(F)(F)F)NNC(=O)c1csc(N2CCOCC2)n1
    2.3	i	-4.7	10.4	1.3	-8.7	0.3	1.3	-6.6
> CCOc1ccc(NC(=O)c2nn(C)cc2Br)cc1
    -0.7	i	-3.5	5.9	1.3	-1.8	0.1	-5.4	-0.4
> Cc1cc(=O)[nH]c(SCC2COC3(CCCCC3)O2)n1 (stereo not given)
    5.0	i	9.1	27.4	-4.9	-5.8	0.1	1.6	2.9
> O=C1c2ccccc2C(O)(c2ccccc2)N1c1ccncc1 (stereo not given)
    -1.7	i	-1.2	8.2	3.2	-3.1	-0.3	-1.4	-0.6
> Cc1ccc(NCN2C(=O)c3ccccc3C2=O)c(C)c1
    -1.9	i	-1.4	-8.8	1.5	0.3	-0.4	-10.2	2.5
> COc1ccc(-c2coc3c(C(=O)NCC4CCOCC4)cccc23)c(C)c1
    -7.2	i	0.4	8.9	1.3	3.8	1.6	-9.0	0.9

Record cards (already shown). Values in the order: MT1-MMP act inh | Rpn11 block | eLon inh | PABP1 MLLE inh | Rin1 Abl inh | FAS TE block | MsrA inh | bovine MsrA act | CSN inh
`COc1ccc(CNC(=O)C2CCN(S(=O)(=O)N3CCCC3)CC2)c(OC)c1` in the list: -2.6 | i | -2.6 | -8.2 | 3.1 | -4.6 | -0.4 | -2.3 | -7.7
`Cc1cc(=O)[nH]c(SCC2COC3(CCCCC3)O2)n1` (stereo not given) in the list: 5.0 | i | 9.1 | 27.4 | -4.9 | -5.8 | 0.1 | 1.6 | 2.9

Given field by field: entries from further up
O=C(CCNS(=O)(=O)c1ccccc1C(F)(F)F)NNC(=O)c1csc(N2CCOCC2)n1
- MT1-MMP act inh: 2.3
- Rpn11 block: i
- eLon inh: -4.7
- PABP1 MLLE inh: 10.4
- Rin1 Abl inh: 1.3
- FAS TE block: -8.7
- MsrA inh: 0.3
- bovine MsrA act: 1.3
- CSN inh: -6.6
CCOc1ccc(NC(=O)c2nn(C)cc2Br)cc1
- MT1-MMP act inh: -0.7
- Rpn11 block: i
- eLon inh: -3.5
- PABP1 MLLE inh: 5.9
- Rin1 Abl inh: 1.3
- FAS TE block: -1.8
- MsrA inh: 0.1
- bovine MsrA act: -5.4
- CSN inh: -0.4
Cc1cc(=O)[nH]c(SCC2COC3(CCCCC3)O2)n1 (stereo not given)
- MT1-MMP act inh: 5.0
- Rpn11 block: i
- eLon inh: 9.1
- PABP1 MLLE inh: 27.4
- Rin1 Abl inh: -4.9
- FAS TE block: -5.8
- MsrA inh: 0.1
- bovine MsrA act: 1.6
- CSN inh: 2.9

Going on with the list.
The line under a structure holds: MT1-MMP act inh	Rpn11 block	eLon inh	PABP1 MLLE inh	Rin1 Abl inh	FAS TE block	MsrA inh	bovine MsrA act	CSN inh
> COc1ccc(C=O)cc1OS(=O)(=O)c1ccccc1[N+](=O)[O-]
    -1.6	i	2.4	-10.7	-1.5	12.8	-0.7	-3.8	-3.0
> N#CC1=C(N)NC(SCc2ccccc2)=C(C#N)C12CCCC2
    2.8	i	-5.6	22.6	-2.4	-10.8	0.3	-2.9	-0.2
> COc1ccccc1C(=O)N1CCc2ccccc21
    -1.8	i	-6.7	6.7	-2.1	-7.1	0.4	-3.2	-0.1
> CC1=NN(C(N)=S)C(=O)C1N=Nc1ccc(S(N)(=O)=O)cc1 (stereo not given)
    5.5	i	-2.7	26.6	-4.0	-0.8	2.7	-5.1	6.4
> COCC(=O)N1CCC2CC1c1cc(Cl)ccc12 (stereo not given)
    1.1	i	-8.9	8.2	-1.7	-5.5	1.0	-1.9	6.7
> COc1cc(-c2nnc(SCc3cc(=O)oc4cc(C)ccc34)o2)cc(OC)c1OC
    6.6	i	8.1	-99.5	-1.9	22.2	2.1	-2.2	6.1
> NC(=O)CC(NC(=O)c1ccccc1)c1ccc(N2CCN(c3ccc(F)cc3)CC2)c([N+](=O)[O-])c1 (stereo not given)
    0.9	i	10.6	10.2	1.6	4.6	0.7	-13.5	-1.3
> O=c1[nH]c2c(c(=O)[nH]1)OCN(Cc1ccccc1)C2
    1.5	i	0.9	0.2	2.0	-1.5	-0.1	-6.3	2.2
> Cc1nn(C(=O)Cn2cc([N+](=O)[O-])cn2)c(C)c1Cl
    2.5	i	1.1	14.3	-1.4	-3.9	1.6	-3.0	3.0
> Oc1ccc(C(c2nnnn2C2CCCCC2)N2CCOCC2)cc1 (stereo not given)
    1.3	i	0.5	5.6	0.7	-3.1	-0.7	-4.2	1.0
> COC(=O)c1c(NC(=O)c2ccc(Br)o2)sc(C)c1C
    -5.1	i	-7.6	38.4	1.1	1.5	-0.2	-4.0	1.0
> CC(=O)c1cccc(S(=O)(=O)NCCC(=O)NC2CCCCCC2)c1
    -1.9	i	4.0	3.7	0.6	-4.6	0.1	-2.1	-2.1
> CCOC(=O)c1ccc(NC(=O)c2nc[nH]c2C(=O)NCCCCCNC(=O)OC(C)(C)C)cc1
    -0.5	i	-4.6	11.1	0.9	26.6	-0.8	-2.7	4.8
> Brc1ccc2nc(C3CCCCC3)c(Cc3ccsc3)n2c1
    -7.7	i	6.2	27.4	-2.5	-6.9	0.2	-3.7	-6.0
> COc1cc(NC(=O)c2ccc(C)cc2)c(OC)cc1NC(=O)CN1CCCCC1
    0.7	i	-3.6	-8.6	-0.2	7.6	2.3	-3.1	0.7
> COc1cccc(NC(=O)CN2CCC(C)CC2)c1
    -1.6	i	-2.9	-14.9	-3.2	-3.6	0.7	-1.8	3.1
> CCN(CC)CCn1c2ccc(F)cc2c2nc(C)sc21
    -1.8	i	1.1	19.0	-0.6	-10.5	-0.7	-7.5	0.4
> CCN(CC)c1nc(C)c(C(C)=O)cc1C#N
    0.4	i	6.8	-4.8	-6.5	-0.1	2.3	-14.6	-4.9
> COc1ccc(-c2nc(C#N)c(N3CCCCCC3)o2)cc1
    0.2	i	-5.0	-5.6	-2.2	25.1	0.3	-2.2	0.5
> Cn1c(Cc2cccs2)nnc1SCC(=O)Nc1ccccc1F
    -1.5	i	-4.7	6.8	0.1	-2.1	-0.9	-2.6	-1.9
> CC(C)N(C(=O)COC(=O)c1cccc(C(=O)OCC(=O)N(C(C)C)C(C)C)n1)C(C)C
    2.6	i	3.4	8.0	5.6	-5.5	-1.4	0.6	-5.0
> COc1cccc(C(=O)NCC(=O)OC(C)C(=O)NC23CC4CC(CC(C4)C2)C3)c1 (stereo not given)
    0.7	i	5.5	-6.1	0.9	-4.6	2.0	-7.6	0.1
> O=C1C(=Cc2cccn2-c2ccc(O)cc2)C(=O)c2ccccc21
    -5.7	i	11.0	89.0	-5.3	-4.7	0.0	0.2	-13.5
> CC(/C=C/c1ccc2c(c1)OCO2)=N\NC(=O)c1ccccc1
    5.1	i	-6.4	2.6	-1.1	-5.1	3.9	-5.2	2.6
> Cc1ccc(C)c(N2CCN(C(=O)Cc3ccc(NC4=NC5CS(=O)(=O)CC5S4)cc3)CC2)c1 (stereo not given)
    1.4	i	11.3	-105.8	-1.3	-4.6	-0.1	-0.3	-2.7
